TbPYK inhibitor = qHTS of Trypanosoma Brucei Inhibitors; 410,000 tested, 0.12% active; pyruvate kinase (Trypanosoma brucei), Q57TT1; AID 624173, 2012; Potency, µM (series often up to 76.8 µM), for inactives: at the highest dose activity, negative = inhibition, actives largely listed as inhibitors; TbPYK enzyme, Kinase-Glo Plus ATP luminescence, 45 min; active = well fitted inhibition curve with a large enough effect; also: nearly all actives have a fitted effect of over 50% in size
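Luminescent Kinase-Glo Plus end-point after 45 min room-temperature reaction of T. brucei pyruvate kinase started with 130 uM ADP (final). Buffer TEA 50 mM pH 7.2 with KCl, MgCl2, BSA, Tween-20; titration-based qHTS with fitted concentration-effect curves.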
Active calls of the source: *; [ ] = another dose, or the depositor's remark. % is scaled to controls: 0 for no effect and ±100 for the full control effect; potency is read from the fitted curve at half-maximal effect.

Molecule | TbPYK inhibitor
COc1cc(Cl)c(C)cc1NC(=O)c1nn(C)c2c1CSc1ccccc1-2 | 4%
COc1ccc(OC)c(-n2c3c(cc(-c4nc(-c5ccc(Cl)cc5)cs4)c2=O)C(=O)CC(C)(C)C3)c1 | -9%
COC(=O)c1scc(-c2ccc(C)cc2)c1S(=O)(=O)N1CCN(c2cccc(OC)c2)CC1 | 3%
CCOc1ccc(CNC(=O)c2cc(=O)[nH]c3ccc(S(=O)(=O)N4CCCCC4)cc23)cc1 | -2%
CCOC(=O)c1cccc(NC(=O)c2ccc3nc(CCc4ccccc4)oc3c2)c1 | -3%
CCOC(=O)c1c(N)n(-c2ccc(C)c(Cl)c2)c2nc3ccccc3nc12 | 3%
O=C1CC(c2nc(-c3ccccc3)no2)CN1c1ccc2c(c1)OCCO2 (stereo not given) | -5%
O=C(O)c1sc(Nc2ccccc2)nc1-c1ccccc1 | 6%
Cc1ccccc1Nc1nnc(-c2ccc(C)c(S(=O)(=O)NCC3CCCO3)c2)c2ccccc12 (stereo not given) | -5%
CCOc1ccc(NC(=O)CCC(=O)N2CC(C)Oc3ccc(C)cc32)cc1 (stereo not given) | -8%
COc1ccc(/C=C/C(=O)Nc2cc(-c3nc4ccccc4o3)ccc2OC)cc1 | 1%
CCOc1ccc(S(=O)(=O)N(CC(=O)NCCSCc2ccc(C)cc2)c2ccccc2)cc1 | -9%
CCc1ccccc1NC(=O)c1cc2c(Cl)nc3ccccc3c2s1 | 0%
CCn1c(C)c(C)c2cc(C(=O)NCc3cccc(C)c3)ccc21 | 1%[15.4 µM]
COc1ccccc1C(=O)Nc1ccc(C(=O)OCc2cc(=O)n3nc(C)sc3n2)cc1 | 2%
O=C(c1ccc2c(c1)N(Cc1ccc(Cl)cc1)C(=O)c1ccccc1S2=O)N1CCOCC1 (stereo not given) | -5%
COc1ccccc1NC(=O)c1ncoc1-c1ccco1 | -2%
COC(=O)N1CCCc2cc(S(=O)(=O)N3CCN(c4ccccc4)CC3)ccc21 | 5%
COc1ccc2c(c1)CCc1c(C(=O)Nc3c(C)nn(Cc4ccccc4Cl)c3C)noc1-2 | 4%
CCN(CC)CCCNC(=O)c1nn(C)c2c1CSc1ccccc1-2 | -6%
Cc1ccc(N2CC(NC(=O)CCc3ccccc3)CC2=O)cc1C (stereo not given) | 7%
Cc1ccc(Cl)cc1NC(=O)c1oc2c(c1C)-c1[nH]ncc1CC2 | 6%
O=C(NCc1ccc(Cl)cc1)C1CCN(c2ncnc3c2nc2n3CCCCC2)CC1 | 0%
CCn1c2ccccc2c2cc(NC(=O)COc3ccc(C)c(C)c3)ccc21 | 1%
O=C(Nc1cc(F)ccc1F)c1ccc(CN2CC(=O)N3CCCCC3C2=O)cc1 (stereo not given) | -9%
Cc1ccc(C)n1-c1nnc(N2CCCC(C(=O)NCc3cccc(Cl)c3)C2)s1 (stereo not given) | -5%
Cc1cccc(-n2c(=O)c3c(c4cc(C)ccc4n3C)n(C)c2=O)c1 | -2%
Cc1ccc(C)c(N2CCN(CCCNC(=O)Nc3ccc(Cl)cc3)CC2)c1 | 8%
CCCCOc1ccccc1C1CC(=O)Nc2cc(C)c(C)cc21 (stereo not given) | 2%
COc1ccc(-c2[nH]c(-c3ccc(OC)c(OC)c3)nc2SCC(=O)Nc2ccccc2)cc1 | -7%
COc1ccccc1CCNC(=O)C(=O)NCC(c1ccc2c(c1)OCO2)N1CCOCC1 (stereo not given) | 0%
COc1ccc(OC)c(CNC(=O)c2cc3c(=O)oc4ccc(C)cc4c3s2)c1 | -3%
CCOCCCNc1nc2c(S(=O)(=O)c3ccc(CC)cc3)nnn2c2ccc(Cl)cc12 | 3%
COC(=O)c1cc(NC(=O)Nc2ccc3snnc3c2)cc(C(=O)OC)c1 | 0%
COc1ccc(C2=NN(CC(=O)NCCCN(C)c3ccccc3)C(=O)CC2)cc1 | 3%
Cc1ccc(N2CCN(S(=O)(=O)c3cc(C(=O)Nc4cc(Cl)cc(Cl)c4)ccc3F)CC2C)cc1 (stereo not given) | -5%
COCCCNC(=O)C1CCN(c2ncnc3c2nc2n3CCCCC2)CC1 | -7%
Cc1cccc(-c2nc(CCNC(=O)Cc3ccc(F)cc3)cs2)c1 | -8%
Cc1cc(NC(=O)COCc2cc(-c3ccc(F)cc3)on2)ccc1Br | 5%
CCN(CC)C(=O)c1sc2c(c1C)c(=O)n(-c1ccccc1)c(=O)n2CC(=O)N(CC)c1cccc(C)c1 | -1%

A second format for some results above.
Molecule: CCN(CC)C(=O)c1sc2c(c1C)c(=O)n(-c1ccccc1)c(=O)n2CC(=O)N(CC)c1cccc(C)c1
  TbPYK inhibitor = -1%

Molecule: COc1cc(Cl)c(C)cc1NC(=O)c1nn(C)c2c1CSc1ccccc1-2
  TbPYK inhibitor = 4%

Molecule: Cc1ccc(C)n1-c1nnc(N2CCCC(C(=O)NCc3cccc(Cl)c3)C2)s1 (stereo not given)
  TbPYK inhibitor = -5%

Molecule: O=C(O)c1sc(Nc2ccccc2)nc1-c1ccccc1
  TbPYK inhibitor = 6%

Additional entries:
Molecule | TbPYK inhibitor
COc1ccc(-c2noc(COc3cc(C)c(Br)c(C)c3)n2)cc1OC | 0%
CCCCn1cc(S(=O)(=O)c2ccc(OC)cc2)c(=O)c2cc(F)c(N3CCCC3)cc21 | -6%
COc1ccc(CCNC(=O)C(C)n2nc(C)c3sc4ccccc4c3c2=O)c(OC)c1 (stereo not given) | 9%
O=C(Nc1ccc2c(c1)OCO2)c1cc(-c2ccc(Br)cc2)on1 | 2%
CCc1ccc(NC(=O)C2(c3cccs3)CCOCC2)cc1 | -5%
COc1ccc(-c2nc(CS(=O)CC(=O)NCCc3ccccc3)c(C)o2)cc1OC (stereo not given) | 0%
COc1cc(NC(=O)c2cc3ccccn3n2)cc(OC)c1OC | -7%
O=C(NCc1ccccc1Cl)C1CCCN(C(=O)c2cnn(-c3ccc(F)cc3)c2-n2cccc2)C1 (stereo not given) | 5%
CCOc1ccc(C2C(C(=O)Nc3ccccc3C)=C(C)Nc3nnnn32)cc1 (stereo not given) | 4%
CC(C(=O)Nc1cc(C(F)(F)F)ccc1Cl)n1nnc2sc3c(c2c1=O)CCCC3 (stereo not given) | -5%
CCOc1ccc(CNC(=O)C2CCN(C(=O)N3CC(CC)Oc4ccc(C)cc43)CC2)cc1OC (stereo not given) | -1%
CC(C)c1ccc(C2c3c(-c4ccccc4O)n[nH]c3C(=O)N2Cc2ccncc2)cc1 (stereo not given) | 1%
CCOC(=O)c1ccc(NC(=O)CC2Sc3ccc(C(F)(F)F)cc3NC2=O)cc1 (stereo not given) | -5%
COC(=O)c1cc2occc2n1CC(=O)Nc1ccc(C)cc1Cl | -11%
Clc1cccc(-n2cc(-c3ccccc3)c3c(N4CCCCC4)ncnc32)c1 | 5%
CCOC(=O)c1sc(N2C(=O)c3oc4ccc(F)cc4c(=O)c3C2c2ccc(O)cc2)nc1C (stereo not given) | 3%
CCCCc1nn2c(=O)cc(COC(=O)c3cccc(OC)c3)nc2s1 | 4%
CCCc1cc(=O)oc2cc(C)c3c(-c4ccccc4)c(C)oc3c12 | -4%
COc1ccc(OC)c(CCNC(=O)c2c(C)nn(-c3ccc(F)cc3)c2-n2cccc2)c1 | 2%
COc1ccc(CNC(=O)c2cnn3c(C)c(Cc4c(F)cccc4Cl)c(C)nc23)cc1 | -1%
Cc1ccccc1CNC(=O)Cn1ccc2cc(S(=O)(=O)N3CCCCC3)ccc21 | -1%
C=Cc1ccc(Cn2c(C)c(CNCCc3cc(OC)ccc3OC)c(C(=O)O)c2C)cc1 | -5%
CCOc1ccccc1CNC(=O)C1CCN(S(=O)(=O)c2ccc3[nH]c(=O)ccc3c2)CC1 | -2%
CCOC(=O)C(CC)n1nc(C)c2c(C)n(-c3ccc(C)cc3)nc2c1=O (stereo not given) | 2%
CCCCN(CC)CCCNC(=O)C1CCCN(c2ncnc3c2nc2n3CCCCC2)C1 (stereo not given) | 3%
CCCCn1c(=N)c(C(=O)NC2CCCCC2)cc2c(=O)n3cccc(C)c3nc21 | 1%
CCSc1nnc2c(n1)OC(c1ccc(OC)cc1OC)N(C(C)=O)c1ccccc1-2 (stereo not given) | -2%
CCCS(=O)(=O)Nc1cc(-c2cn3cccc(C)c3n2)ccc1C | 3%
Cc1ccc(S(=O)(=O)Nc2nc3n(n2)C(c2ccccc2Cl)C=C(c2ccccc2)N3)cc1 (stereo not given) | 1%
CCOc1ccccc1NC(=O)C(C)Sc1nc(-c2ccccc2)c(C#N)c(=O)[nH]1 (stereo not given) | 1%

Five structures already listed, arranged by number of heavy atoms, high to low.
Molecule | TbPYK inhibitor
CCOc1ccccc1CNC(=O)C1CCN(S(=O)(=O)c2ccc3[nH]c(=O)ccc3c2)CC1 | -2%
CCSc1nnc2c(n1)OC(c1ccc(OC)cc1OC)N(C(C)=O)c1ccccc1-2 (stereo not given) | -2%
CCOc1ccccc1NC(=O)C(C)Sc1nc(-c2ccccc2)c(C#N)c(=O)[nH]1 (stereo not given) | 1%
CCOC(=O)C(CC)n1nc(C)c2c(C)n(-c3ccc(C)cc3)nc2c1=O (stereo not given) | 2%
CCCS(=O)(=O)Nc1cc(-c2cn3cccc(C)c3n2)ccc1C | 3%

The results go on:
Molecule | TbPYK inhibitor
CCn1c(SCc2ccccc2)nnc1-c1nonc1NC(C)=O | -4%
O=C(Nc1ccc(S(=O)(=O)N2CCCCC2c2cccnc2)cc1)c1ccc(F)cc1 (stereo not given) | 3%
CCn1nnc2cc(C(=O)Nc3ccc(Br)cc3F)ccc21 | -3%
COC(=O)N1CCC2(CCCN(Cc3ccc(C#N)cc3)C2)CC1 | 0%
COc1ccc(CNC(=O)C(=O)NCC(c2cccs2)S(=O)(=O)c2ccc(F)cc2)cc1 (stereo not given) | -4%
CCOCCCn1c(=N)c(C(=O)NC2CCCC2)cc2c(=O)n3cccc(C)c3nc21 | 5%
CCOC(=O)C1CCN(c2ncnc3c2nnn3C)CC1 | 5%
O=C(CCSCc1cnn(-c2ccccc2)c1-n1cccc1)NCc1ccccc1F | 2%
COc1cccc(-c2nc3c(c(SCc4ccccc4Cl)n2)Cc2c(CO)cnc(C)c2O3)c1 | -9%
CC(=O)c1ccc(NS(=O)(=O)c2ccc(-n3cccn3)cc2)cc1 | -17%
CCc1cccc(C)c1NS(=O)(=O)c1ccc2c(c1)NC(=O)C(C)C(=O)N2 (stereo not given) | 8%[15.4 µM]
Cc1ccc(NCc2cccn2-c2nnc(N3CCC(C(=O)NCc4ccc(F)cc4)CC3)s2)cc1 | 3%
CCOC(=O)c1c(S(=O)(=O)N2CCC(C(=O)Nc3ccc(C)cc3C)CC2)c(C)n(C)c1C | -11%
COc1cc(NC(=O)c2cc(C3CC3)nc3c2c(C)nn3-c2ccccc2)cc(OC)c1 | 1%
Cc1ccc2c(c1)C(c1ccc(F)cc1)N(C(=O)c1ccc(OC(C)C)cc1)CC(=O)N2 (stereo not given) | -1%
COc1ccccc1C(=O)OCc1cc(=O)n2nc(C(C)C)sc2n1 | -12%
COc1ccc(OC)c2sc(N(Cc3cccnc3)C(C)=O)nc12 | 0%[15.4 µM]
COc1ccc2[nH]cc(CCNC(=O)Nc3cc(C)cc(C)c3)c2c1 | 0%
CCOc1ccc(-c2cc(NC(=O)c3ccc(C)cc3)c(C(=O)OC)s2)cc1 | -1%
O=C(Nc1nnc(S(=O)(=O)N2CCc3ccccc32)s1)c1ccccc1 | -8%
COc1cc(CN(C(=O)COc2ccccc2)c2ccccn2)cc(OC)c1OC | 1%
CCOC(=O)c1c(NC(=O)c2nc(S(C)(=O)=O)ncc2Cl)sc(C(C)=O)c1C | 0%
COc1ccc(CCNC(=O)CCCn2c(=O)c3cccn3c3ccccc32)cc1OC | 3%
COc1cccc2c1Oc1ncccc1N(C(=O)Nc1ccc(F)c(Cl)c1)C2 | 1%
CCCCC(Sc1nc2cc3c(cc2c(=O)n1CCCC(=O)NCc1ccc2c(c1)OCO2)OCO3)C(=O)OCC (stereo not given) | 5%
Cc1ccc(CNc2ncnc3ccc(-c4ccoc4C)cc23)o1 | 8%
O=C1CCSc2ccc(S(=O)(=O)Nc3cccc(C(F)(F)F)c3)cc2N1 | 6%
Cc1nn(-c2ccccc2)c2sc(C(=O)Nc3ccc(Cl)cc3Cl)cc12 | 0%
Cc1ccc(C)c(OCC(=O)Nc2sc3c(c2C#N)CCCC3)c1C | -5%
CCOC(=O)c1c(C)n(-c2ccccc2)c2ccc(OC(=O)c3cccc(OC)c3OC)cc12 | 4%
CCCOc1ccc(C(=O)Nc2cccc(NC(=O)c3ccc(Cl)cc3Cl)c2)cc1 | -6%
Cc1c(CNC2CCCCC2)c(C(=O)O)c(C)n1Cc1cccc(Cl)c1 | -6%
Cc1ccc2nc(N3CCN(c4cccc(C)c4C)CC3)c3nncn3c2c1 | -2%
CCCCS(=O)(=O)c1oc(-c2cccs2)nc1S(=O)(=O)c1ccccc1 | 0%
Cc1ccc(CNC(=O)c2ccc3c(O)c(S(=O)(=O)c4ccccc4)c(=O)[nH]c3c2)cc1 | -11%
COc1ccccc1CNC(=O)C1CCC(CNS(=O)(=O)c2ccc3c(c2)CCCC(=O)N3)CC1 (stereo not given) | -1%
Cc1ccc(N(Cc2cccs2)C(=O)c2ccc(Br)o2)cc1 | -7%
CCNc1ccc(-c2nc(-c3ccncc3)no2)cc1[N+](=O)[O-] | 1%

Screening data (PubChem)

Only part of the results is shown (hit frequency here may not be typical).
